INS promoter inh: inhibitors of insulin promoter-driven GFP, primary screen, imaging, TRM-6 cells (human fetal islet line), eGFP reporter, cell count | reporter expression induced with tamoxifen | inhibition, % at 2 µM | 130,000 compounds, 0.9% hits;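 active = inhibition above the mean plus 3 SD, with well images judged a real hit on visual review, cut at about 60% in these data, passing the limit was not always enough; inconclusive = inhibition over the cutoff but images rejected on review; inactive = inhibition not above the cutoff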
SDO1 yeast rescue: growth rescue of sdo1-depleted yeast, primary screen, S. cerevisiae, bone marrow failure model | S. cerevisiae sdo1-depleted JHY4D growth rescue, OD600 30 h; hits give high values; pdr5 snq2 efflux-pump mutant strain | z-score at 10 µM | 140,000 compounds, 0.21% hits | AID 817, 2007;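 active = z-score above 3 at both the 24 hr and the 30 hr optical density reads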;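 also: z-score against mean and SD of all compound wells on the same plate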
SDO1 yeast rescue Rescue 24 h: further read-out of SDO1 yeast rescue, marked with its call; z-score; S. cerevisiae sdo1-depleted JHY4D growth rescue, OD600; measured here: growth rescue at 24 h;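 0 is the plate mean of compound wells and units are plate SD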
Active calls of the source: *; ? = inconclusive; . = not tested or not shown; [ ] = another dose, or the depositor's remark.

SMILES | INS promoter inh | SDO1 yeast rescue | SDO1 yeast rescue Rescue 24 h
N#C/C(=C\c1cc([N+](=O)[O-])c(N2CCCCC2)cc1N1CCCCC1)c1nn(-c2ccccc2)c(N)c1C#N | . | -0.27 | 0.91
O=c1nc(SCc2cccc(C(F)(F)F)c2)nc2ccccn12 | 11 | . | .
COc1ccccc1C1CC(c2ccco2)=NN1c1ccccc1 (stereo not drawn) | . | -0.59 | -0.7
O=[N+]([O-])c1ccc2nc(SCc3ccccc3Cl)sc2c1 | . | -0.05 | 0.02
CC(Oc1ccccc1F)C(=O)/C=C/N(C)C (stereo not drawn) | 17 | 0.24 | -0.3
CO/N=C(\Cn1ncc(N2CCCC2)c(Br)c1=O)c1ccc(Cl)cc1 | -9 | -0.85 | -0.54
CCOc1ccc(NC(=O)Cn2nnc(-c3ccccc3F)n2)cc1 | -79 | 0.24 | 0.19
COc1ccc(CNC(=O)c2ccc(Br)o2)cc1 | 43 | -0.07 | 0.06
CCN1CCCC1CNC(=O)Cn1ncc2c(=O)oc3ccc(C)cc3c21 (stereo not drawn) | . | 1.4 | 1.3
CN(C)c1nc(N)nc(CSc2nnnn2C)n1 | 33 | 0.93 | 0.45
CCOCCc1nnc(NC(=O)CSc2ccccc2)s1 | 8 | 1.7 | 2.3
COc1ccc(NS(=O)(=O)c2ccc3nc(COc4ccc(C#N)cc4)[nH]c3c2)cc1 | 13 | 0.75 | 0.6
O=C(CSc1nc2ccccc2o1)NCC(=O)c1ccccc1 | . | -0.57 | -1
CCOC(=O)C1CCN(C2CC(=O)N(c3ccc(OCC)cc3)C2=O)CC1 (stereo not drawn) | 4 | -0.69 | -1
Brc1ccc(N=Cc2ccccn2)cc1 | 14 | -0.36 | -2.1
COc1cccc(C2=NOC(C(=O)NCc3ccc(F)cc3)C2)c1 (stereo not drawn) | -100 | 0.71 | 0.52
COCc1ccc(O)c2ncccc12 | 10 | 0.53 | -0.12
CC(C)c1ncc(C(O)c2cccc3ccccc23)n1C (stereo not drawn) | -44 | 0.17 | -0.75
CN(CCNC(=O)c1cn(C)c2ccc(S(=O)(=O)N3CCCC3)cc2c1=O)CCc1ccccc1 | . | -1.1 | -0.63
CC(=O)OCC(=O)c1ccc2ccn(C(C)=O)c2c1 | 29 | 0.21 | -0.13
CCOC(=O)c1ccc(NC(=S)NCCCN2CCCCC2)cc1 | 3 | -0.25 | -1.5
CCOc1ccc(CCNC(=O)CN2CCN(Cc3ccccc3F)C2=O)cc1OCC | 2 | -0.31 | -1.1
CN(C)S(=O)(=O)c1cccc(C(=O)OCC(=O)c2c(N)n(C)c(=O)n(C)c2=O)c1 | -36 | . | .
Cc1ccc(C(=O)ONc2ccc(N=NC(=O)c3ccccc3O)cc2)cc1 | 14 | 1.3 | 0.34
CC1CN(C)C(C)CC1NCc1ccc2c(c1)OCO2 (stereo not drawn) | . | 0.94 | 1.4
CCCCCCn1c(N2CCN(c3cccc(Cl)c3)CC2)nc2c1c(=O)[nH]c(=O)n2C | -36 | -0.3 | -0.25
COc1cccc2cc(C(=O)NNC(=O)c3ccc(Br)cc3)c(=O)oc12 | 33 | . | .
CCCN1CCN(CCCNC(=O)Cn2ncc3c4ccccc4n(C)c3c2=O)CC1 | . | 1.2 | 1.3
CC(NC(=O)C1CCCO1)c1ccccc1 (stereo not drawn) | 10 | 0.72 | 1.1
N#Cc1c(Nc2ccccc2)sc(C(=O)C2CC2)c1N | -45 | -0.41 | 0.24
CN(C(=O)CCN1C(=O)C(C)(C)Nc2ccccc21)c1ccccc1 | -306 | 0.78 | 1.4
COC(=O)C1=C(C)NC(=O)CC1c1ccccc1F (stereo not drawn) | . | 0.59 | 0.14
CC(C)(O)C1=NOC(c2ccccc2)C1 (stereo not drawn) | -180 | 0.48 | 0.08
CCCCc1nnc(NC(=O)C(C)Sc2nc(O)c(Cc3ccccc3)c(=O)[nH]2)s1 (stereo not drawn) | -21 | . | .
CCOc1ccc(C(=O)NCC(=O)OCC(=O)N2C(C)CCCC2C)cc1 (stereo not drawn) | -17 | 0.18 | -0.18
C=CCn1c(C(CC)CC(C)(C)O)n[nH]c1=S (stereo not drawn) | 44 | . | .
Cc1cccc(NC(=S)NC(=O)c2cccs2)n1 | -23 | -0.27 | -0.42
COc1ccc2nc(C)cc(SCC(=O)NNC(=O)COc3ccc(C)cc3)c2c1 | -20 | 0.19 | 1.1
COc1ccccc1NC(=S)N1CCCc2ccccc21 | ? | . | .
COc1cc(OC)cc(C(=O)NCCOc2ccccc2)c1 | 33 | 1.3 | 2.5
CCCCn1c(N)c(N(CC)C(=O)CCc2ccccc2)c(=O)[nH]c1=O | -11 | 0.1 | 0.22
Nc1nc(CCl)nc(Nc2ccccc2)n1 | -33 | . | .
CCC(C)[C@H](NC(=O)N1CCN(c2cccc(C(F)(F)F)c2)CC1)C(=O)OC (stereo partly drawn) | -200 | 0.41 | -0.07
COc1ccccc1OC(=O)c1ccc(SC)cc1OC | -1 | -2.2 | -2
O=C(/C=C/c1ccco1)Oc1cc(Br)cc(/C=N/NC(=O)c2ccccc2O)c1 | -4 | -1.1 | 0.19
O=C(CC1(O)C(=O)N(Cc2ccccc2Cl)c2ccccc21)c1ccco1 (stereo not drawn) | 68 | -0.88 | -1.1
Cc1cccc(N2CCN(C(=O)CC(NC(=O)c3ccccc3)c3ccccc3)CC2C)c1 (stereo not drawn) | . | -0.28 | -0.9
Cc1cccc(OCCOC(=O)C2CCN(S(=O)(=O)c3cccs3)CC2)c1 | . | -1 | -1.2
COc1cccc(Nc2nc3ccccc3n3cnnc23)c1 | . | -0.77 | -1.2
S=c1[nH]nc(-c2ccccn2)n1/N=C/c1ccccc1 | 3 | 0.32 | -0.24
CC(=O)CSc1nnc(-c2cnccn2)n1-c1ccccc1 | -8 | 0.12 | -0.82
O=C(NN1C(=O)c2ccccc2NC1c1ccc([N+](=O)[O-])o1)c1ccc([N+](=O)[O-])cc1 (stereo not drawn) | -36 | . | .
Cc1cc(NC(=O)C(C)C)ncc1NC(=O)CCc1ccccc1 | 22 | 1.8[15.2 µM] | 2.4
COc1ccccc1N(CC(O)Cn1c(C)nc2ccccc21)S(=O)(=O)c1ccccc1 (stereo not drawn) | 8 | 0.39 | -0.3
CN1CCN(C(=S)Nc2ccc([N+](=O)[O-])cc2)CC1 | -7 | 0.22 | -0.48
CCCn1c(SCC(=O)Nc2cccc(Cl)c2Cl)n[nH]c1=O | -42 | . | .
CCOC(=O)c1cc(-c2ccc(F)cc2)n(CC(=O)NCc2ccccn2)c1C | 21 | . | .
O=c1cc(CSc2nnc(-c3ccco3)o2)c2ccccc2[nH]1 | 9 | 0.6 | 0.49
COc1ccc(S(=O)(=O)N(C)c2ccc(C(=O)NCCC(C)C)cc2)cc1 | 4 | -0.59 | -0.87
C/C(=N\OC(=O)c1ccccc1F)c1nccs1 | 19 | -0.34 | 0.17
More records.
SMILES | INS promoter inh | SDO1 yeast rescue | SDO1 yeast rescue Rescue 24 h
COc1ccc(NC(=O)Cn2cc(C(=O)c3ccco3)c3ccccc32)cc1 | 8 | -0.32 | -0.3
Cc1ccc(-n2ncc3c(=O)[nH]c(SCC(=O)N4CCC(C)CC4)nc32)cc1C | . | 1.7 | 3.2
O=C(O)C1C2CCC(C2)C1C(=O)NCCC1=CCCCC1 (stereo not drawn) | 7 | -0.17 | 0
COc1cc(NC(=O)c2cc3nc(C4CC4)cc(C(F)(F)F)n3n2)c(OC)cc1Cl | . | -0.45 | 2.1
O=[N+]([O-])c1ccccc1S(=O)(=O)Oc1ccc(/C=N/n2cnnc2)cc1 | 21 | 0.3 | 0.92
CCC1SC(CC)C(=O)N(CC(=O)Nc2ccc3c(c2)OCO3)C1=O (stereo not drawn) | . | -0.19 | -0.36
COC(=O)Cc1ccc(NC(=S)NN2CCOCC2)cc1 | . | -0.71 | -1.6
O=C(N/N=C/C=C/c1ccccc1[N+](=O)[O-])c1cc(-c2cccnc2)nc2ccccc12 | 27 | -0.74 | -0.81
COc1ccc(-n2c(CNC(=O)COc3ccc(Cl)cc3Cl)n[nH]c2=S)cc1 | -31 | . | .
O=C(NCc1ccccc1)c1cc(=O)c2ccccc2o1 | -59 | . | .
COc1ccc(OCC(=O)O/N=C(\N)c2ccc(OC)c(OC)c2)cc1 | -19 | -0.64 | -1.4
C=CCn1c(C)c(C(C)=O)c(SC)nc1=S | . | 2 | 2.5
CN(C)c1cccc(C(=O)NC2CCCCCC2)c1 | 33 | -0.03 | 0.22
COc1cc2nc(COc3ccc(C#N)cc3)n(CC#N)c(=O)c2cc1OC | . | -0.59 | -0.56
CC1(C)CC(=O)C(C2=NC(C)(C)Cc3ccccc32)=C(O)C1 | 18 | 0.51 | 1.1
NC(=O)COc1c(-c2ccccc2)oc2ccccc2c1=O | 21 | 0.07 | -0.08
C/C(=N/N=C1/NC(=O)CC(C(=O)O)S1)c1ccccc1 (stereo not drawn) | . | 1.2 | 0.92
O=C(O)CCC(=O)NNC(=O)CCC1CCCCC1 | 29 | 0.9 | 0.53
CC1CCCN(S(=O)(=O)c2ccc(C(=O)Nc3nnc(-c4ccccc4Cl)o3)cc2)C1 (stereo not drawn) | -54 | -1.2 | -0.9
COC(=O)C(CC(C(=O)OC)C(=O)OC)C(=O)OC | 19 | -1.2 | -2.2
CN(c1ccccc1C(=O)Nc1ccc(S(=O)(=O)N2CCCCC2)cc1)S(C)(=O)=O | -8 | 0.38 | -0.04
O=C(NCC(c1cccnc1)N1CCN(c2ccccc2)CC1)C1CCCCC1 (stereo not drawn) | -181 | -2.3 | -1.1
C=CCOc1ccc(C=Nc2ccc(C)c(Cl)c2)c(O)c1 | -35 | -0.59 | -1
CC(=O)C(C)Oc1ccc2c3c(c(=O)oc2c1)CCCCC3 (stereo not drawn) | 0 | -0.58 | -0.16
Cc1cc(C)nc(NC2=NCCN2C(=O)Nc2ccc(Cl)c(Cl)c2)n1 | -88 | . | .
O=C(O)CC(c1ccc(Cl)cc1)n1cccc1 (stereo not drawn) | . | -0.02 | -0.28
O=C(COC(=O)C1CC(=O)N(Cc2ccco2)C1)c1ccc(OC(=O)c2ccccc2)cc1 (stereo not drawn) | 35 | -0.49 | -0.81
CCOc1ccc(-c2cc(C(=O)NN3CCN(C)CC3)c3cc(Cl)ccc3n2)cc1 | . | 0.39 | -0.01
O=C(CCN1C(=O)c2ccccc2C1=O)N(CCO)Cc1ccccc1 | 5 | 0.14 | -0.92
O=C(CCN1C(=O)COc2ccccc21)NCCCN1CCN(c2ccc(F)cc2)CC1 | -61 | 0.63 | -0.27

Given with values under each structure: six of the compounds above.
Below each compound: INS promoter inh | SDO1 yeast rescue | SDO1 yeast rescue Rescue 24 h
> NC(=O)COc1c(-c2ccccc2)oc2ccccc2c1=O
 : 21 | 0.07 | -0.08
> C/C(=N/N=C1/NC(=O)CC(C(=O)O)S1)c1ccccc1 (stereo not drawn)
 : . | 1.2 | 0.92
> O=C(O)CCC(=O)NNC(=O)CCC1CCCCC1
 : 29 | 0.9 | 0.53
> CC1CCCN(S(=O)(=O)c2ccc(C(=O)Nc3nnc(-c4ccccc4Cl)o3)cc2)C1 (stereo not drawn)
 : -54 | -1.2 | -0.9
> COC(=O)C(CC(C(=O)OC)C(=O)OC)C(=O)OC
 : 19 | -1.2 | -2.2
> CN(c1ccccc1C(=O)Nc1ccc(S(=O)(=O)N2CCCCC2)cc1)S(C)(=O)=O
 : -8 | 0.38 | -0.04

Next part.
SMILES | INS promoter inh | SDO1 yeast rescue | SDO1 yeast rescue Rescue 24 h
COc1ccc(C(=O)Nc2ccc(OCc3ccccc3)cc2)cc1[N+](=O)[O-] | . | -0.43 | 0.46
COC(=O)Nc1nnc(-c2ccccc2Cl)s1 | -75 | 0.21 | 0.81
CN(C)c1nc2c(c(=O)[nH]c(=O)n2C)n1Cc1ccccc1Br | -18 | -0.1 | -0.34
CCCC(c1nnnn1CC(=O)OCC)N(Cc1cc2ccc(C)cc2[nH]c1=O)C1CCCC1 (stereo not drawn) | 25 | -1.3 | 0.47
CCN(CC)S(=O)(=O)c1cccc(NC(=O)COc2ccc(C#N)cc2OC)c1 | 2 | -0.08 | 0.11
CN(C1CCCCC1)S(=O)(=O)c1ccc(NC(=S)NC(=O)c2cccs2)cc1 | -7 | -0.84 | -0.95
CCCCCCCCCCSc1n[nH]c(NC(C)=O)n1 | . | 1.4 | 1.5
Cc1cccc(NC(=O)C(=O)NCc2ccc3c(c2)OCO3)c1C | 5 | . | .
Cn1nnc2cc(NC(=O)N3CCN(c4ccccn4)CC3)ccc21 | 21 | 0.14 | -0.03
COCCNC(=O)CN(CCc1ccccc1)S(=O)(=O)c1ccc(OC)cc1 | 26 | -0.82 | -0.76
COc1cccc(-n2c(Cc3cc(=O)[nH]c(=O)[nH]3)nnc2SCC(=O)N2CCCC2)c1 | -93 | 0.77 | 0.27

Entries above with a cyano group (five):
SMILES | INS promoter inh | SDO1 yeast rescue | SDO1 yeast rescue Rescue 24 h
N#C/C(=C\c1cc([N+](=O)[O-])c(N2CCCCC2)cc1N1CCCCC1)c1nn(-c2ccccc2)c(N)c1C#N | . | -0.27 | 0.91
COc1ccc(NS(=O)(=O)c2ccc3nc(COc4ccc(C#N)cc4)[nH]c3c2)cc1 | 13 | 0.75 | 0.6
N#Cc1c(Nc2ccccc2)sc(C(=O)C2CC2)c1N | -45 | -0.41 | 0.24
COc1cc2nc(COc3ccc(C#N)cc3)n(CC#N)c(=O)c2cc1OC | . | -0.59 | -0.56
CCN(CC)S(=O)(=O)c1cccc(NC(=O)COc2ccc(C#N)cc2OC)c1 | 2 | -0.08 | 0.11

Compound activity (PubChem)
